Screening data deposited in PubChem BioAssay by National Center for Advancing Translational Sciences (NCATS).
EPAC2 ag: qHTS for Agonist of cAMP-regulated guanine nucleotide exchange factor 4 (EPAC2): primary screen; Rap guanine nucleotide exchange factor 4 (Homo sapiens), Q8WZA2; EPAC2 activation, biochemical qHTS; response scale: 100% = 6.5 mM cAMP response; Potency, µM (doses to about 154 µM), for the others: at the highest dose activation, most hits filed as activators; 360,000 tested, 0.079% active; also: nearly all actives have a fitted effect of over 50% in size
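Guanine nucleotide exchange by EPAC2 is measured as reduced fluorescence of BODIPY-GDP once it is released from 250 nM Rap1B. Plates are read kinetically for 30 min at room temperature; results are scaled to 6.5 mM cAMP.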
EPAC2 antagonist: qHTS for Antagonist of cAMP-regulated guanine nucleotide exchange factor 2 (EPAC2): primary screen | Potency, µM (doses to about 114 µM), for inactives: top-dose activity, negative = inhibition, most hits filed as inhibitors | Rap guanine nucleotide exchange factor 4 (Homo sapiens), Q8WZA2 | 360,000 tested, 0.18% active | EPAC2 GEF exchange of Rap1B-BODIPY-GDP, fluorescence; also: % is scaled to controls: 0 for no effect and ±100 for the full control effect; nearly all actives have a fitted effect of over 45% in size; many of its hits are not listed in these tables
FUS yeast rescue: qHTS for Suppressors of FUS Proteinopathy: Primary screen using FUS-linked yeast assay | S. cerevisiae FUS-expressing, growth rescue, OD600, 24 h | Potency, µM (highest dose often 76.6 µM), for the others: top-dose growth rescue (activation), actives largely listed as activators | 390,000 tested, 0.24% active | AID 1347120, 2019;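 also: plate controls were DMSO vehicle for no effect and reference control for full effect; nearly all actives have a fitted effect of over 55% in size; some results filed as inactive show a strong effect at the top dose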
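Yeast FUS proteinopathy model; galactose-induced FUS (2%), starting OD 0.005. Cpds in dilution series, 24hr, 30C, 99% humidity. Abs 600 nm growth. Pos ctrl CP55940 (top 92uM final); neg ctrl DMSO.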
EPAC1 agonist: qHTS for Agonist of cAMP-regulated guanine nucleotide exchange factor 3 (EPAC1): primary screen. Rap guanine nucleotide exchange factor 3 (Homo sapiens), O95398. EPAC1 agonist qHTS, biochemical assay; response scale: 100% = response to 6.5 mM cAMP. Potency, µM (series often up to 154 µM), for the others: top-dose activation, most hits filed as activators. 360,000 tested, 0.073% active. AID 720707, 2013; also: nearly all actives have a fitted effect of over 60% in size
Target sequence (O95398 whole entry, looked up): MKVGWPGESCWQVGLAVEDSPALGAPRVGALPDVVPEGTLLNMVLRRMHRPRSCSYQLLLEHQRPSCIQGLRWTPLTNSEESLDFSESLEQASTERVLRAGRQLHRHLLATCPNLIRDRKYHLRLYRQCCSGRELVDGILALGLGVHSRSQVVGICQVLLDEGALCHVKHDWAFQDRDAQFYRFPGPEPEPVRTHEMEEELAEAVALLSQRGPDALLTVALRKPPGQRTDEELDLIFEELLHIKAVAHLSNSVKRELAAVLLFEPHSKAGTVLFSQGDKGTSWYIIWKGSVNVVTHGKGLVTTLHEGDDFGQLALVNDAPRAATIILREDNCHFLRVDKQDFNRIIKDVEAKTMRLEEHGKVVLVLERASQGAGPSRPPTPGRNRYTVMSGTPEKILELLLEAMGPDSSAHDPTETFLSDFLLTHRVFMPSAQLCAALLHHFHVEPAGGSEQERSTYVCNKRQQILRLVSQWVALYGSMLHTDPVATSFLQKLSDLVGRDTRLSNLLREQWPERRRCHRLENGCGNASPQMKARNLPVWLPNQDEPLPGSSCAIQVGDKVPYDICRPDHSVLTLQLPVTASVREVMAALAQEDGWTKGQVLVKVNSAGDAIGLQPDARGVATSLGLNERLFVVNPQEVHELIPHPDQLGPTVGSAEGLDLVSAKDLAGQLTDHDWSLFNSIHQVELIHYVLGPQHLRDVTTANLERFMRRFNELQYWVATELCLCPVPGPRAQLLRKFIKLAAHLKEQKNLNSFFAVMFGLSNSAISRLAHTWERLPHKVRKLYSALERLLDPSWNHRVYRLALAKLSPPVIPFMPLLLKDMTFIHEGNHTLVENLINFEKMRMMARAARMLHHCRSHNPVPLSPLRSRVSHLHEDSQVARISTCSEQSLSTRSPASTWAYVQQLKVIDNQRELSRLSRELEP
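Fluorescent GDP-exchange assay: 100 nM EPAC1 with 250 nM Rap1B preloaded with BODIPY-GDP and 50 uM GDP; compounds tested as concentration series, 5 min at room temperature, then read every 5 min for 30 min (ex 480/em 540 nm); normalized to 6.5 mM cAMP.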
EPAC1 antagonist: qHTS for Antagonist of cAMP-regulated guanine nucleotide exchange factor 3 (EPAC1): primary screen. Rap guanine nucleotide exchange factor 3 (Homo sapiens), O95398. Potency, µM (titrated, usually from 115 µM), for inactives: top-dose activity change, negative = inhibition, actives largely listed as inhibitors. EPAC1 GEF assay, Rap1b-BODIPY-GDP exchange fluorescence. 360,000 tested, 0.14% active;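 also: plate controls were vehicle for no effect and positive control for full effect; nearly all actives have a fitted effect of over 50% in size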
aSyn yeast inh: qHTS of alpha-syn Inhibitors | Yeast expressing alpha-synuclein, growth rescue, BacTiter-Glo, 24 h | Potency, µM (top dose mostly 46.1 µM), without a hit: at the top dose growth rescue (activation), most hits filed as activators | 370,000 tested, 0.14% active | AID 652106, 2013; also: % of control where 0% means no effect; nearly all actives have a fitted effect of over 65% in size
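Rescue of yeast growth: cells expressing toxic alpha-synuclein, induced in galactose at OD600 0.02, incubated with compound 24 h at 30 C. ATP luminescence quantified growth; inhibitors of toxicity appear as activators.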
TDP-43 yeast inh: qHTS of TDP-43 Inhibitors. Potency, µM (top dose mostly 46.1 µM), without a hit: at the top dose growth rescue (activation), most hits filed as activators. AID 652104, 2013. 410,000 tested, 1.8% active. TDP-43 expressing yeast growth rescue, BacTiter-Glo, 24 h; also: % of control where 0% means no effect; nearly all actives have a fitted effect of over 50% in size
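Galactose-induced TDP-43 yeast, OD600=0.02, compound pinned; 24 hr, 30 deg C; BacTiter-Glo luminescence for growth. Inhibitors of TDP-43 toxicity read as activators.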
PTHR1 agonist: qHTS for PTHR1 Agonists: Primary Screen | Parathyroid hormone/parathyroid hormone-related peptide receptor (Homo sapiens), Q03431 | HEK293 GP2 PTHR1 cells, GloSensor cAMP luminescence, 1 h | Potency, µM (series often up to 115 µM), inactives show top-dose activation, actives largely listed as activators | 410,000 tested, 0.075% active | AID 743266, 2014; also: nearly all actives have a fitted effect of over 55% in size; some results filed as inactive show a strong effect at the top dose; inactives centre near -15; many of its hits are not listed in these tables
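HEK-293-derived GP2 cells expressing PTHR1 and a GloSensor cAMP reporter, 3,000/well, plated overnight, given luciferin plus IBMX (each 0.5 mM as added) for 1 h at 37 °C, then compound for 1 h at 37 °C. Luminescence was read after 15 min at room temperature.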
An asterisk follows results filed as active; i = inactive; ? = inconclusive; / = no result given; [ ] = dose if it differs, or a comment. Calls follow the shape of the dose curve; as a rule, active = well fitted curve in the direction sought with a large enough effect; inconclusive = small, poorly fitted or top-dose-only effect, or another doubt; inactive = no such curve, though single readings can be large; an effect the other way counts as inactive or inconclusive. Potency is read from the fitted curve at half-maximal effect. This is a subset (hit frequency here may not be typical).

SMILES | EPAC2 ag | EPAC2 antagonist | FUS yeast rescue | EPAC1 agonist | EPAC1 antagonist | aSyn yeast inh | TDP-43 yeast inh | PTHR1 agonist
Nc1ccc2c(c1)C(=O)c1ccccc1-2 | 10% | -18% | 24% | 16% | -26% | ? | 2% | i
CCCc1[nH]nc2c1C(CCc1ccccc1)C(C#N)=C(N)O2 (centres undefined) | -1% | -11% | 5% | 0% | -9% | 4% | -1% | ?
COc1ccc(C(=O)Nc2ccc3ccccc3c2)cc1 | 5% | 4% | -25% | 4% | -23% | 0% | 14% | -43%[inhibitor]
CN(C(=O)c1cccc(NC(=O)C2CCCN(C(=O)OC(C)(C)C)C2)c1)C1CCCC1 (centres undefined) | -1% | -7% | 25% | -3% | -3% | 2% | 14% | -45%[inhibitor]
COc1ccc(/C=N/NC(=O)C(=O)NCc2cccnc2)cc1OC | 6% | -12% | -3% | 0% | -1% | -5% | -8% | -19%[57.5 µM]
CC(C)(C)NS(=O)(=O)c1ccc(OCC(=O)Nc2ccc3c(c2)OCCO3)cc1 | 4% | -1% | 8% | 6% | -14% | 2% | -1% | -5%[57.5 µM]
CC1Cc2cc(/C(O)=C3/C(=O)C(=O)N(CCCn4ccnc4)C3c3ccco3)ccc2O1 (centres undefined) | 3% | -4% | -1% | 14% | 1% | 0% | 24% | i
O=C1Nc2cc(C(=O)N3CCC(N4CCCCC4)CC3)ccc2S/C1=C\c1ccccc1 | 7% | -1% | -4% | -1% | 6% | 2% | 0% | i
COc1ccc(-c2csc(N3CCC(C(N)=O)(N4CCCCC4)CC3)n2)cc1 | 10% | -3% | 20% | 16% | 8% | 6% | -14% | i
COc1cc(/C=C2/C(=O)NN(c3ccc(F)cc3)C2=O)cc([N+](=O)[O-])c1O | 1% | -11% | 31% | -3% | -26% | -10% | 22% | -31%[inhibitor]
O=C(CSCc1ccc(Br)cc1)N1CCCC1 | 4% | 7% | -29% | -4% | 5% | 1% | 24% | i
O=C(CNC(=O)c1ccco1)N=Nc1c(O)n(CCc2ccccc2)c2ccccc12 | 5% | -23% | 14% | -6% | -5% | -1% | 15% | -8%
CC1CC(N(C(=O)C2CC2)c2ccccc2)c2ccccc2N1C(=O)C1CC1 (centres undefined) | 1% | 10% | 2% | 1% | 7% | / | 16% | 9%
Cc1ccc2nc(-c3ccc(NC(=O)CSCC(=O)O)cc3)sc2c1 | 9% | -10% | -5% | 7% | -29% | -2% | 6% | -14%
CN1C(=O)C2(c3ccccc31)C1CCCC=C1C(C#N)=C(N)C2(C#N)C#N (centres undefined) | -6% | -6% | 5% | 4% | -6% | -7% | 2% | -6%[57.5 µM]
COC(=O)C(Cc1ccc(O)cc1)NC(=O)C1CCN(S(=O)(=O)c2ccc(C)cc2)CC1 (centres undefined) | 0% | 14% | -4% | -6% | -11% | -3% | -1% | -16%
CC(C)NC(=O)Nc1ccc2c(c1)C(=O)N([C@H](C)CO)C[C@H](C)[C@@H](CN(C)S(C)(=O)=O)O2 | 1% | 4% | -3% | -1% | 17% | -1% | 2% | -22%
COc1ccc(NS(=O)(=O)c2cc(OCC(N)=O)c(C)cc2Cl)cc1 | -5% | 6% | -28% | 11% | 11% | 1% | 12% | i
CC1(C)CC(CCN)(Cc2ccccc2Cl)CCO1 (centres undefined) | 4% | -2% | 4% | 3% | -14% | 2% | -5%[1.82 µM] | i
C[C@@H]1CC2=C(C(=O)OC(C)(C)O2)[C@H](c2ccc(Cl)cc2)O1 | -1% | -18% | -10% | -5% | -28% | -4% | 26% | i
O=C(NCc1ccccc1Cl)C(=O)NCC1OCCN1S(=O)(=O)c1ccc(F)cc1 (centres undefined) | -2% | -2% | / | 10% | -8% | -4% | 15% | -23%
CCOC(=O)[C@]12Cc3c(cc(OC)c(OC)c3OC)[C@H]1N(Cc1ccccc1)C(=O)c1cc(F)c(F)cc12 | 10% | -3% | ? | -12% | -19% | ? | 8% | -57%[inhibitor]
COCCN(C(=S)Nc1cc(C)cc(C)c1)C(C)c1ccco1 (centres undefined) | 19% | -14% | -3% | 15% | -21% | 0% | ? | -11%
Cc1cccc2nc(-c3cccnc3)c(NCCC(C)C)n12 | -2% | -30% | 14% | 9% | -6% | -12% | 7% | -46%[inhibitor]
COc1cc(/C=C/C(=O)OCC(=O)NNC(=O)c2cc(Cl)ccc2OC)ccc1O | 11% | 3% | 19% | 6% | -8% | 0% | 6% | -1%

Looked up one by one from the entries so far:
SMILES | EPAC2 ag | EPAC2 antagonist | FUS yeast rescue | EPAC1 agonist | EPAC1 antagonist | aSyn yeast inh | TDP-43 yeast inh | PTHR1 agonist
COc1ccc(/C=N/NC(=O)C(=O)NCc2cccnc2)cc1OC | 6% | -12% | -3% | 0% | -1% | -5% | -8% | -19%[57.5 µM]
C[C@@H]1CC2=C(C(=O)OC(C)(C)O2)[C@H](c2ccc(Cl)cc2)O1 | -1% | -18% | -10% | -5% | -28% | -4% | 26% | i
O=C(NCc1ccccc1Cl)C(=O)NCC1OCCN1S(=O)(=O)c1ccc(F)cc1 (centres undefined) | -2% | -2% | / | 10% | -8% | -4% | 15% | -23%
COc1cc(/C=C/C(=O)OCC(=O)NNC(=O)c2cc(Cl)ccc2OC)ccc1O | 11% | 3% | 19% | 6% | -8% | 0% | 6% | -1%
Cc1cccc2nc(-c3cccnc3)c(NCCC(C)C)n12 | -2% | -30% | 14% | 9% | -6% | -12% | 7% | -46%[inhibitor]

New compounds follow:
SMILES | EPAC2 ag | EPAC2 antagonist | FUS yeast rescue | EPAC1 agonist | EPAC1 antagonist | aSyn yeast inh | TDP-43 yeast inh | PTHR1 agonist
CCN(CC(=O)NCc1cccs1)C(=O)/C=C/c1ccc(C)cc1 | 3% | -8% | -6% | -4% | -7% | -12% | -8% | -27%
CC(C)C(=O)Nc1nc2cc3c(cc2s1)OCO3 | 11% | 6% | -23% | -3% | 9% | ? | 24% | -44%[inhibitor]
CCOc1cccc(CNc2ccc(O)cc2)c1OCc1ccc(Cl)cc1 | -1% | 35µM* | / | 15% | 25µM* | 0% | 26% | -11%
Cc1c(C)n2c3c(cccc13)CC2 | -11% | -2% | -2% | -1% | -6% | -1% | 21% | -19%
O=C(CN1CCCCC1)N1c2ccccc2Sc2ccc(C(F)(F)F)cc21 | -2% | -2% | 4% | 4% | 3% | -2% | -8% | -23%
CN1CCN(c2ccccc2NC(=O)c2ccc(N3CCCCC3)c([N+](=O)[O-])c2)CC1 | 16% | -11% | 8% | 5% | -12% | 8% | 17% | -7%
COc1cccc(C(=O)N2CCN(C(=O)c3ccc(-c4ccccc4)cc3)CC2)c1OC | 6% | -15% | 24% | 2% | 9% | 3% | 12% | -20%
CCC(=O)NC(=S)Nc1ccc(OC)cc1OC | -15% | 7% | 18% | -7% | -3% | -7% | 9% | i
Cn1cccc1C(=O)NNC(=O)COc1ccccc1F | -3% | -1% | -6% | 19% | 10% | 3% | 5% | -8%
CCn1c(COc2ccccc2)nnc1SCc1ccc(C#N)cc1 | 5% | -11% | 14% | -3% | -20% | 12% | 1% | ?
NC(=O)c1ccsc1NC(=O)COC(=O)c1ccc(Cl)nc1 | 3% | -3% | -1% | 4% | 3% | -1% | -7% | -44%[inhibitor]
CCN(C(=O)CSc1nnc(COc2ccccc2F)n1N)c1c(N)n(Cc2ccccc2)c(=O)[nH]c1=O | 4% | -14% | -10% | 6% | 2% | -3% | 14% | -24%
COC(=O)c1sc(N)c(C(=O)OC)c1COC(=O)[C@@H](NS(=O)(=O)c1cccc(Cl)c1)C(C)C | -1% | -13% | 21% | 11% | 0% | -5% | -2% | -13%
COc1cccc(-n2c(SCC(=O)Nc3nc4ccccc4s3)nc3ccccc3c2=O)c1 | 10% | -1% | 46% | 12% | -28% | 13% | -27% | -14%
CCCCOP(=O)(OCCCC)C(Nc1ccc(C(=O)OCC)cc1)c1ccncc1 (centres undefined) | 2% | -11% | 25% | -5% | -9% | 21% | 8% | -24%
OC(C#CCN1CCCCCC1)(c1ccccc1)c1cccnc1 (centres undefined) | 6% | 12% | 4% | 2% | -8% | 0% | 12% | i
COc1cccc(C(=O)C2CCCN(Cc3cccc(-n4nc(C)cc4C)c3)C2)c1 (centres undefined) | 14% | -15% | -15% | 10% | -15% | 1% | -7% | -55%[inhibitor]
Cc1ccccc1CSc1nnc(-c2ccco2)n1Cc1ccco1 | 10% | -1% | 11% | 5% | 0% | -1% | 21% | -15%
Cc1ccccc1-n1c(C)c(C#N)c(=O)c(-[n+]2ccccc2)c1[S-] | 9% | 9% | 7% | 6% | 9% | -6% | 8% | ?
COc1ccc(NC(=O)COC(=O)/C=C/c2ccc(OC)c(S(=O)(=O)N3CCOCC3)c2)cc1 | 9% | -13% | 35% | 10% | 11% | -6% | -28% | -20%
Cc1cc(C)cc(Oc2ccc(N)cc2)c1 | 0% | -3% | 16% | 10% | -5% | 23% | 0% | i
COc1cc(C(=O)N(C)CCOc2ccc(C)cc2)ccc1OC1CCN(C(C)=O)CC1 | 0% | -9% | 7% | 3% | -19% | 0% | -4% | -2%
CCOc1ccc(CC(=O)N2CCN(c3ccc(N4CCOCC4)nn3)CC2)cc1OCC | 4% | 12% | 7% | -7% | -16% | -3% | -20% | 20%
CCN(CC)S(=O)(=O)c1ccc(C(=O)NN(C)C2=NS(=O)(=O)c3ccccc32)cc1 | 1% | 6% | 3% | -1% | 6% | -1% | 0% | 8%
Cc1cc(C)c(C(=O)/C=C/c2cccc3ccccc23)c(=O)[nH]1 | -6% | -4% | / | 4% | -1% | 8% | ? | -41%[inhibitor]
O=C(Cc1nnc(NC(=O)Nc2ccc(F)cc2)s1)Nc1ccccc1 | 1% | 6% | -4% | 0% | 5% | -2% | 13% | -6%
COc1cccc(Sc2cc(N3CCOCC3)nc(-c3ccccc3)n2)c1 | 4% | 9% | / | 2% | -6% | 6% | -8% | i
O=S(=O)(c1ccc(Oc2ccc(-c3nnco3)cc2)nc1)N1CCC(Cc2ccccc2)CC1 | -11% | -3% | -3% | 7% | 8% | -6% | -3% | -21%
